# NPY1 pot ag: human NPY-Y1 potentiation or agonism, primary screen; P25929; NPY-Y1 expressing cells, potentiator/agonist activation; activation, % at 3.6 µM; actives 0.37% (n = 220,000); AID 1304; in the data active = activation above about 33%, passing the limit was not always enough;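 note: cells stimulated with NPY at EC10 then isoproterenol at EC100; 0% = low agonist plus stimulus and 100% = saturating agonist plus stimulus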
# Target sequence (P25929 whole entry, looked up): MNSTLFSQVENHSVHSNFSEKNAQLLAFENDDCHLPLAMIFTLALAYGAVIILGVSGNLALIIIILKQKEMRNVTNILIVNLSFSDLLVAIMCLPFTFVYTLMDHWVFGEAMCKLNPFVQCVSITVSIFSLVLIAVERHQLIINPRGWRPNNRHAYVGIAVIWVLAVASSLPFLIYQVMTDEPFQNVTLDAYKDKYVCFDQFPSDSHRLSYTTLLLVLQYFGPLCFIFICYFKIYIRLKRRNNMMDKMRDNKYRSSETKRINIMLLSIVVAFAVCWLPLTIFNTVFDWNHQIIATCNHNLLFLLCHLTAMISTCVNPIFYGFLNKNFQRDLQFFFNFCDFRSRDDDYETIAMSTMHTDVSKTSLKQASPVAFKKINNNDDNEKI
# NPY-Y1 antag: NPY-Y1 (human) receptor antagonism. inhibition, % at 3.6 µM. HEK293-CNG Y1 cells, membrane potential fluorescence; NPY at EC95, then isoproterenol. P25929. actives 1% (n = 200,000);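 active = inhibition above the campaign mean inhibition of all tested compounds plus 3 SD, cut at about 20% in these data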;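 note: 0% = DMSO wells given NPY plus isoproterenol and 100% = isoproterenol alone without NPY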
#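 Material: HEK293 cells co-expressing NPY Y1 receptor and cyclic-nucleotide gated channel. Timing: compound incubation 1 h at room temperature, readout 45 min post-stimulation. Signal: fluorescence, membrane potential probe.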
# S1P4 antagonist: human S1P4 receptor antagonism; O95977; S1P4-expressing cells, antagonist mode, reporter read-out; inhibition, % at 4.98 µM; actives 0.26% (n = 220,000); AID 1510; in the data active = inhibition above about 29%;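 note: 0% = wells stimulated with agonist and 100% = vehicle wells without agonist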
# NCF1 inh: blocks human p47phox regulatory protein of NADPH oxidases. P14598. p47phox/p22phox peptide binding, fluorescence polarization, 2 h. inhibition, % at 24.7 µM. actives 0.53% (n = 220,000). AID 1274;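 active = inhibition above about 30%, limit read from the data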;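 note: 0% = p47phox with labelled peptide and 100% = labelled peptide alone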
# Target sequence (P14598 whole entry, looked up): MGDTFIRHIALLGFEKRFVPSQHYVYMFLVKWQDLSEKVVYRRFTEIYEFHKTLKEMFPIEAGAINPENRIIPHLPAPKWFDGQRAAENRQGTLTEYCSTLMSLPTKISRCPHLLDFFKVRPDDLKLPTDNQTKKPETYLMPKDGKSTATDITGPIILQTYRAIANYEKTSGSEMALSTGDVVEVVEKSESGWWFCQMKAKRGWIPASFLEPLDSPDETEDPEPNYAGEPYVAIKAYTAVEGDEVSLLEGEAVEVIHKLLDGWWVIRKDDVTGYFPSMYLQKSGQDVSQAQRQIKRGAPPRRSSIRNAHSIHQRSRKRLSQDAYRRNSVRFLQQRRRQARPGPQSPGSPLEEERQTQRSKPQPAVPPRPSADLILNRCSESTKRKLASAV
# BaF3 parental: reduces parental Ba/F3 cell viability, JAK2V617F counter-screen | CellTiter-Glo ATP luminescence | actives 1.1% (n = 220,000) | inhibition, % at 5.6 µM;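 active = inhibition above a per-campaign cutoff, the mean inhibition of all tested compounds plus 3 SD, cut at about 27% in these data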;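 note: 0% = DMSO wells and 100% = JAK Inhibitor I control wells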
# Ba/F3 V617F tox: reduce viability of Ba/F3 cells dependent on JAK2V617F; Ba/F3 EpoR-JAK2V617F viability, ATP luminescence; actives 1.1% (n = 220,000); inhibition, % at 5.6 µM; AID 1446;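 active = inhibition above the campaign mean plus 3 SD over all tested compounds, cut at about 24% in these data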;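 note: cytokine-independent growth of Ba/F3 cells driven by EpoR plus mutant JAK2; 0% = DMSO-treated cells and 100% = JAK inhibitor I control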
# S1P4 ag: human S1P4 receptor agonism | AID 1509 | actives 0.35% (n = 220,000) | activation, % at 4.98 µM | O95977 | S1P4-expressing cell line, agonist reporter assay; in the data active = activation above about 11%;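 note: 0% = DMSO vehicle and 100% = reference agonist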
# CHOP inhibitor: blocks CHOP induction under ER stress; inhibition, % at 10 µM; actives 3.8% (n = 220,000); CHO-K1 CHOP-promoter luciferase, tunicamycin-induced, 15-18 h; AID 2732;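 active = compounds that reduced the stress-induced luciferase reporter signal by more than about 70% of percent inhibition, limit read from the data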;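 note: 0% = tunicamycin plus vehicle and 100% = wells without tunicamycin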
# NPY2 pot ag: potentiators or agonists of human neuropeptide Y receptor Y2 | actives 0.45% (n = 220,000) | activation, % at 3.6 µM | P49146 | cells expressing NPY-Y2, potentiator/agonist read-out; in the data active = activation above about 27%;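 note: cells stimulated with NPY near EC25 plus isoproterenol at EC100; 0% = vehicle plus submaximal agonist and 100% = vehicle plus saturating agonist; some results beyond the cut were filed as inactive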
# * hit, by the source's call; . = not tested or not shown. Rows were taken by chance; overall some 7.1% were active at least once.
# Start of the listing, in advance (9 entries):
# Abbreviations: A = NPY1 pot ag; B = NPY-Y1 antag; C = S1P4 antagonist; D = NCF1 inh; E = BaF3 parental; F = Ba/F3 V617F tox; G = S1P4 ag; H = CHOP inhibitor; I = NPY2 pot ag
> Cc1cc(C)n(C(=O)C(C(=O)c2ccccc2)C(C)C)n1 (stereo not given)
  A = -5	B = 3	C = -15	D = 1	E = -1	F = -2	G = 1.8	H = 13	I = 16

> C/C(CC(=O)NC1CCCCC1)=N\NC(=O)COc1ccc(C)cc1Br
  A = -6	B = 1	C = -5	D = -3	E = 2	F = 5	G = 0.4	H = 20	I = -17

> COc1cccc(OCCNC(=O)c2cccc(OC)c2)c1
  A = -15	B = 4	C = 12	D = -11	E = 1	F = -6	G = -3.3	H = -15	I = 6

> O=C(Cn1nnc2ccccc2c1=O)NCCc1ccccc1
  A = -2	B = 0	C = 0	D = -4	E = 3	F = -4	G = 2.6	H = -13	I = -4

> CC(C)c1onc(C(=O)Nc2sc3c(c2C#N)CCC3)c1[N+](=O)[O-]
  A = -7	B = 0	C = -12	D = -5	E = 0	F = -3	G = 1.1	H = 5	I = 7

> c1ccc(Cc2nnc3sc(-c4cccs4)nn23)cc1
  A = -5	B = 6	C = -27	D = 3	E = 1	F = -3	G = 1.5	H = 37	I = 1

> CC(c1ccccc1)n1cc(C(=O)NCc2ccccn2)nn1 (stereo not given)
  A = -3	B = 4	C = 1	D = -7	E = 2	F = -1	G = 0.8	H = 40	I = 1

> O=S(=O)(c1cccs1)N1CCN(c2ccc(O)cc2)CC1
  A = 4	B = .	C = 0	D = -10	E = -2	F = 66*	G = 0.7	H = 35	I = -3

> C[C@@H](C(=O)Nc1ccc2ccccc2c1)[C@H]1C[C@]1(C)[C@H](NP(=O)(c1ccccc1)c1ccccc1)c1ccccc1
  A = 4	B = -5	C = -3	D = -3	E = 1	F = -3	G = 0.9	H = 26	I = 16

# The list itself, from the start:
# Abbreviations: A = NPY1 pot ag; B = NPY-Y1 antag; C = S1P4 antagonist; D = NCF1 inh; E = BaF3 parental; F = Ba/F3 V617F tox; G = S1P4 ag; H = CHOP inhibitor; I = NPY2 pot ag
> Cc1cc(C)n(C(=O)C(C(=O)c2ccccc2)C(C)C)n1 (stereo not given)
  A = -5	B = 3	C = -15	D = 1	E = -1	F = -2	G = 1.8	H = 13	I = 16

> C/C(CC(=O)NC1CCCCC1)=N\NC(=O)COc1ccc(C)cc1Br
  A = -6	B = 1	C = -5	D = -3	E = 2	F = 5	G = 0.4	H = 20	I = -17

> COc1cccc(OCCNC(=O)c2cccc(OC)c2)c1
  A = -15	B = 4	C = 12	D = -11	E = 1	F = -6	G = -3.3	H = -15	I = 6

> O=C(Cn1nnc2ccccc2c1=O)NCCc1ccccc1
  A = -2	B = 0	C = 0	D = -4	E = 3	F = -4	G = 2.6	H = -13	I = -4

> CC(C)c1onc(C(=O)Nc2sc3c(c2C#N)CCC3)c1[N+](=O)[O-]
  A = -7	B = 0	C = -12	D = -5	E = 0	F = -3	G = 1.1	H = 5	I = 7

> c1ccc(Cc2nnc3sc(-c4cccs4)nn23)cc1
  A = -5	B = 6	C = -27	D = 3	E = 1	F = -3	G = 1.5	H = 37	I = 1

> CC(c1ccccc1)n1cc(C(=O)NCc2ccccn2)nn1 (stereo not given)
  A = -3	B = 4	C = 1	D = -7	E = 2	F = -1	G = 0.8	H = 40	I = 1

> O=S(=O)(c1cccs1)N1CCN(c2ccc(O)cc2)CC1
  A = 4	B = .	C = 0	D = -10	E = -2	F = 66*	G = 0.7	H = 35	I = -3

> C[C@@H](C(=O)Nc1ccc2ccccc2c1)[C@H]1C[C@]1(C)[C@H](NP(=O)(c1ccccc1)c1ccccc1)c1ccccc1
  A = 4	B = -5	C = -3	D = -3	E = 1	F = -3	G = 0.9	H = 26	I = 16

> O=C1N=c2ccccc2=C1c1sc(=O)[nH]c1O
  A = 16	B = .	C = -12	D = -11	E = 3	F = -5	G = -1.2	H = -12	I = -21

> COc1ccc2c(c1)nc(NCCCO)n2Cc1ccccc1
  A = 28	B = .	C = -25	D = 0	E = -10	F = -1	G = -1.1	H = -3	I = 3

> C=CCNC(=O)O/N=C/c1csc([N+](=O)[O-])c1
  A = 0	B = .	C = 3	D = -9	E = 0	F = -2	G = 1.7	H = 7	I = -10

> CC(NC(=O)c1ccccc1Br)c1nnc(SCc2ccc([N+](=O)[O-])cc2)n1C (stereo not given)
  A = 5	B = 0	C = -2	D = -1	E = 2	F = 0	G = 2.1	H = -29	I = -2

> CCCSc1nc(C)c(-c2csc(C(C#N)=C3CCCC3)n2)cc1C#N
  A = -12	B = 7	C = 2	D = -23	E = 3	F = -2	G = -1.7	H = -19	I = 0

> CCN1CC2([N+](=O)[O-])CC=C(OC)C([N+](=O)[O-])(C1)C2 (stereo not given)
  A = 21	B = -1	C = -21	D = -3	E = 9	F = 4	G = 0.5	H = 2	I = 6

# Other structures follow.
# Abbreviations: A = NPY1 pot ag; B = NPY-Y1 antag; C = S1P4 antagonist; D = NCF1 inh; E = BaF3 parental; F = Ba/F3 V617F tox; G = S1P4 ag; H = CHOP inhibitor; I = NPY2 pot ag
> Cc1nc2cc(NC(=O)COc3ccc(C#N)cc3)ccc2n1-c1ccccc1
  A = -29	B = 12	C = 3	D = 8	E = 1	F = -1	G = -0.8	H = 32	I = -7

> O=C(COc1ccc(Cl)cc1)Nc1ccc2oc(-c3ccncc3)nc2c1
  A = -18	B = 5	C = -20	D = -8	E = -1	F = -4	G = -0.2	H = 32	I = 0

> CN(C)c1nccc(N(Cc2ccccc2)Cc2ccccc2)c1C#N
  A = -93	B = 66*	C = 18	D = 1	E = 5	F = -2	G = -0.9	H = 47	I = -37

> CNS(=O)(=O)c1cccc(C(=O)OCC(=O)Nc2ccc(Cl)cc2F)c1
  A = -3	B = .	C = 11	D = -21	E = 1	F = 4	G = -0.1	H = 2	I = 11

> COc1cc(OC)cc(C(=O)NCC(=O)OCc2cc(=O)oc3cc(OC)ccc23)c1
  A = -8	B = .	C = 1	D = -26	E = -3	F = -3	G = -1.9	H = 22	I = 4

> COc1cc2c(cc1NC(=O)C1CCCO1)oc1ccccc12 (stereo not given)
  A = -48	B = 4	C = 1	D = -12	E = 0	F = -3	G = 0.0	H = 35	I = -21

> Cc1ccc(NC(=O)CCn2nc(C)cc2C)c(C)c1
  A = -4	B = -8	C = -2	D = 2	E = 2	F = -5	G = -1.1	H = -3	I = 14

> Cc1nc(CS(=O)(=O)c2ccc(Cl)cc2)cc(Sc2ccc(Cl)cc2)n1
  A = -27	B = 8	C = -10	D = -5	E = 2	F = -7	G = 0.8	H = -5	I = -25

> Cc1nn(-c2ccccc2)c2c1C1(C(=O)Nc3ccccc31)N1C(=N2)Sc2ccccc21 (stereo not given)
  A = 0	B = -7	C = 4	D = -1	E = -2	F = -5	G = 0.5	H = 52	I = 15

> CCN(CC)CCCN=Cc1c(O)n(-c2ccc(C)cc2)c(=O)c2ccccc12
  A = 6	B = .	C = -12	D = 111*	E = 1	F = -1	G = 0.5	H = 6	I = 1

> COc1cccc(/C=N/NC(=S)Nc2cccc(S(=O)(=O)N(C)C)c2)c1
  A = -6	B = .	C = 10	D = -20	E = 1	F = 4	G = -1.6	H = -1	I = -16

> Cc1cc(C)n(CC(C)NCc2c(C(=O)N3CCOCC3)nc3c(C)cccn23)n1 (stereo not given)
  A = 2	B = .	C = -11	D = -4	E = -1	F = -4	G = 0.7	H = 11	I = -7

> COc1ccc(C2NC(=O)N(C)C3=C2C(=O)CC(C)(C)C3)cc1OC (stereo not given)
  A = -22	B = 3	C = -8	D = 1	E = 5	F = 3	G = 0.2	H = 19	I = -2

# High-throughput results deposited in PubChem by several laboratories.
